Screens deposited in PubChem BioAssay by PCMD.
Yeast eIF2B – GCN4-lacZ reporter reduction in eIF2B-epsilon mutant yeast, primary screen, S. cerevisiae, eIF2B-epsilon R284H, Beta-Glo luminescence | hit rate 0.91% among 27,000 | inhibition, % at 25 µM (by protocol);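 active means mutant luminescence inhibited past about 50% while wild type luminescence and mutant growth stay under set limits, limit read from the data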; further: some compounds called inactive have numbers as strong as hits
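Assay system: yeast eIF2B-epsilon R284H mutant carrying GCN4–beta-galactosidase fusion / Buffer or medium: YPD / Incubation: 16 h growth with compound at 30 °C, 90 min Beta-Glo step / Detection: Beta-Glo luminescence after Z-buffer lysis, growth by 595 nm absorbance / Read-out: % inhibition of reporter signal and growth versus controls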
Yeast growth tox – yeast growth toxicity, wild-type and mutant, primary screen, cytotoxicity control for eIF2B function restoration project, wild-type and eIF2Bepsilon R284H mutant, A595. S. cerevisiae wild-type growth, A595 turbidity, 16 h. growth inhibition, % at 25 µM (by protocol). hit rate 0.3% among 30,000;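 active means mutant and wild-type yeast strains alike exhibit over 30% growth inhibition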;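 further: 0% = untreated cell controls and 100% = YPD media blanks without cells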
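system = S. cerevisiae wild-type or eIF2Bepsilon-R284H mutant strain | buffer or medium = YPD medium | dosing = one dose, 25 µM compound, 0.2% DMSO | schedule = 16 h at 30 °C | measured by = A595 turbidity | evaluation = growth inhibition (%) versus cell controls and blanks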
Yeast growth tox inhibition % – recorded beside Yeast growth tox, whose call it bears; growth inhibition, %; S. cerevisiae eIF2Bepsilon-R284H mutant growth, A595 turbidity, 16 h;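 each compound tested once at 25 µM; 0% equals untreated cells and 100% equals cell-free medium blanks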
Yeast eIF2B mutant toxicity – further read-out of Yeast eIF2B, marked with its call; growth inhibition, %; measured here: mutant yeast growth, toxicity;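 each compound tested once at 25 µM; zero equals untreated control growth and 100 equals blank medium absorbance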
* marks the source's active call; other numbers are inactive results; . = no result given. This is a subset; the hit share may differ from the screen's.

SMILES | Yeast eIF2B | Yeast eIF2B mutant toxicity | Yeast growth tox | Yeast growth tox inhibition %
COc1ccccc1N=c1oc2c(OC)cccc2cc1C(=O)NCc1ccco1 | -1 | 11 | 1 | 11
CCC(C)c1ccc(OCCn2cc(/C=N/NC(=O)CSc3nnc(C)s3)c3ccccc32)cc1 (centres undefined) | 24 | 6 | 12 | 6
O=C(Cn1ncc2c3ccccc3n(Cc3ccccc3)c2c1=O)N1CCN(c2ncccn2)CC1 | 9 | . | -24 | 0
CCC(CC)c1nnc(NC(=O)CS(=O)(=O)Cc2ccccc2)s1 | -15 | 27 | 4 | 27
Brc1ccc(-c2nnc(-c3ccc4c(c3)OCO4)o2)o1 | . | . | 6 | -18
CCOC(=O)c1c(NC(=O)COC)sc(C(C)=O)c1C | 12 | . | -7 | 0
Cc1ccc(-c2nc(NC(=O)CSc3nnnn3-c3ccccc3)ns2)cc1 | 15 | 12 | 31 | 12
CCOc1cc2[nH]c(=S)n(CCCN3CCCC3=O)c(=O)c2cc1OCC | 0 | 3 | 11 | 3
OC(CNCc1ccco1)Cn1c2ccccc2c2ccccc21 (centres undefined) | -1 | . | 16 | 0
O=C(c1ccccc1)c1cccn1CC(=O)N1CCCCCC1 | 18 | 4 | 6 | 4
Cc1ccc(-c2noc(CCCOc3ccc(Cl)cc3Cl)n2)cc1 | 17 | 19 | 0 | 19
CCOC(=O)c1ccc(NC(=O)CC2C(=O)N(c3ccc(F)cc3)C(=O)N2CCC(C)C)cc1 (centres undefined) | 25 | 20 | 0 | 20
CC(=O)C1=C(O)C(=O)N(Cc2cccnc2)C1c1ccc(C)cc1 (centres undefined) | -5 | -9 | -8 | -9
CC(C)C(=O)Nc1ccc(Cc2ccc(NC(=O)C(C)C)c(O)c2)cc1O | 26 | 16 | 15 | 16
COC(=O)C1=C(C)N(C)C(C)=C(C(=O)OC)C1c1ccc(Cl)cc1 | 6 | -3 | 0 | -3
N#Cc1c(-c2ccc(Cl)cc2)ccn2nc(C3CCCCC3)nc12 | 17 | -6 | 6 | -6
CCOc1ccc2nc(NCCNC(=O)Nc3ccccc3)c(C#N)cc2c1 | 10 | -31 | -30 | -31
Cc1nn(Cc2ccccc2)c(C)c1NC(=O)CSc1nc(-c2ccccc2)nc2c1cnn2-c1ccccc1 | 18 | -23 | 9 | -23
CCc1[nH]nc2c1C(Cc1ccccc1)C(C#N)=C(N)O2 (centres undefined) | 29 | 6 | 22 | 6
COc1ccc2[nH]c(=O)c(CN(Cc3cccs3)Cc3nnnn3Cc3ccccc3)cc2c1 | . | . | 21 | 4
Cc1ccc2nc3sc(C(=O)N4CCOCC4)c(N)c3cc2c1 | . | . | -4 | -7
COCC(N)(c1ccccc1)c1nc2ccccc2n1C (centres undefined) | 18 | 10 | 15 | 10
Cc1ccc(NC(=O)c2ccc(NS(=O)(=O)c3c(C)noc3C)cc2)cc1C | 24 | 4 | 21 | 4
O=C(/C=C/Nc1cccc(O)c1)c1ccccc1 | -24 | 32 | 1 | 32
S=C(Nc1ccccc1)N1N=CCC1c1ccccc1 (centres undefined) | -21 | 14 | -19 | 14

Next part; it opens with the six that closed the last part.
SMILES | Yeast eIF2B | Yeast eIF2B mutant toxicity | Yeast growth tox | Yeast growth tox inhibition %
COc1ccc2[nH]c(=O)c(CN(Cc3cccs3)Cc3nnnn3Cc3ccccc3)cc2c1 | . | . | 21 | 4
Cc1ccc2nc3sc(C(=O)N4CCOCC4)c(N)c3cc2c1 | . | . | -4 | -7
COCC(N)(c1ccccc1)c1nc2ccccc2n1C (centres undefined) | 18 | 10 | 15 | 10
Cc1ccc(NC(=O)c2ccc(NS(=O)(=O)c3c(C)noc3C)cc2)cc1C | 24 | 4 | 21 | 4
O=C(/C=C/Nc1cccc(O)c1)c1ccccc1 | -24 | 32 | 1 | 32
S=C(Nc1ccccc1)N1N=CCC1c1ccccc1 (centres undefined) | -21 | 14 | -19 | 14
O=C(CCCCn1c(=S)[nH]c2ccsc2c1=O)NCc1ccco1 | 16 | -41 | -2 | -41
Cc1ccc(S(=O)(=O)NC(=O)N2CCCC(C)(C)C2)cc1 | 3 | 14 | -1 | 14
O=C1NC(Cc2c[nH]c3ccccc23)C(=O)N1CCOc1ccc(F)cc1 (centres undefined) | 24 | 8 | -2 | 8
COc1ccc(OC)c(N(CC(=O)N2CCc3ccccc3C2)S(C)(=O)=O)c1 | 10 | -10 | 0 | -10
O=C(Cn1cnc2ccccc2c1=O)NCC1COc2ccccc2O1 (centres undefined) | . | . | 4 | 11
Cc1ccc(C(c2sc3nc(C)nn3c2O)N2CCN(c3ccccc3F)CC2)cc1 (centres undefined) | 0 | 21 | 44 | 21
CNC(=O)CSc1nnc(-c2ccco2)n1-c1ccc(C)cc1 | . | . | 5 | 10
O=C(CCN1CCN(C(=O)c2ccco2)CC1)Nc1ccc(F)cc1 | 69* | . | -14 | 20
COc1ccccc1C(=O)NC(C)c1nc2ccccc2[nH]1 (centres undefined) | 17 | -24 | 9 | -24
CCOC(=O)CNC(=O)c1cccs1 | 4 | -10 | 8 | -10
O=C(Nc1ccccc1C(=O)N1CCN(Cc2ccccc2)CC1)c1ccccn1 | -4 | 5 | -5 | 5
CC(C)[C@@H]1NC(=O)N(c2ccc(Oc3ccccc3)cc2)C1=O | 27 | . | -11 | 0
CCc1nc(NCC(C)C)c(C#N)c2c1COC(C)(C)C2 | 17 | 4 | 19 | 4
C=CCSc1nnc(-c2ccncc2)n1-c1ccc(OCC)cc1 | . | . | 11 | -15
O=C(C1CCC(CNc2nc(=S)[nH]c3ccccc23)CC1)N1CCN(c2ccccn2)CC1 (centres undefined) | 9 | . | -5 | 0
COc1ccc(N2C(=O)CC(N(Cc3ccc(S(N)(=O)=O)cc3)C(C)=O)C2=O)cc1 (centres undefined) | 28 | 6 | 2 | 6
Cc1csc(NC(=O)c2c(-c3c(Cl)cccc3Cl)noc2C)n1 | . | . | 15 | 0
CCN1CCN(c2cc(C)c3cc(NC(=O)c4cccnc4Cl)ccc3n2)CC1 | 18 | 25 | 9 | 25
CCn1c(SCC(=O)N2CCCC2)nc2c1c(=O)n(C)c(=O)n2C | -1 | -25 | 3 | -25
Cc1nc(-c2ccccc2)nc2[nH]ccc(=O)c12 | 20 | 19 | 7 | 19
O=C1CC(c2ccc(F)cc2)Cc2nc(NCc3ccco3)ncc21 (centres undefined) | 13 | -29 | 5 | -29
COc1cc(NC(=O)c2ccco2)c(OC)cc1NC(=O)CSc1ncc(-c2ccc(F)cc2)[nH]1 | 13 | . | . | .
O=C(Nc1ccccc1)N(C1=NCCCCS1)c1cccc2ccccc12 | -55 | 5 | -5 | 5
CCOC(=O)N1N=C(CC)CC1(O)C(F)(F)F (centres undefined) | . | . | -8 | 0
CSCCC(NC(=O)c1ccco1)C(=O)O (centres undefined) | 5 | 8 | 16 | 8

Shown with tabs: entries from further up.
Molecule	Yeast eIF2B	Yeast eIF2B mutant toxicity	Yeast growth tox	Yeast growth tox inhibition %
COc1ccccc1C(=O)NC(C)c1nc2ccccc2[nH]1 (centres undefined)	17	-24	9	-24
CCOC(=O)CNC(=O)c1cccs1	4	-10	8	-10
O=C(Nc1ccccc1C(=O)N1CCN(Cc2ccccc2)CC1)c1ccccn1	-4	5	-5	5
CC(C)[C@@H]1NC(=O)N(c2ccc(Oc3ccccc3)cc2)C1=O	27	.	-11	0
CCc1nc(NCC(C)C)c(C#N)c2c1COC(C)(C)C2	17	4	19	4
C=CCSc1nnc(-c2ccncc2)n1-c1ccc(OCC)cc1	.	.	11	-15

Back to the main list, repeating the 3 entries before the break.
SMILES | Yeast eIF2B | Yeast eIF2B mutant toxicity | Yeast growth tox | Yeast growth tox inhibition %
O=C(Nc1ccccc1)N(C1=NCCCCS1)c1cccc2ccccc12 | -55 | 5 | -5 | 5
CCOC(=O)N1N=C(CC)CC1(O)C(F)(F)F (centres undefined) | . | . | -8 | 0
CSCCC(NC(=O)c1ccco1)C(=O)O (centres undefined) | 5 | 8 | 16 | 8
COC(=O)C(O)(CC(=O)Nc1cc(OC)c(OC)c(OC)c1)C(F)(F)F (centres undefined) | -1 | . | . | .
CCn1c(SCC(=O)Nc2ccc3c(c2)OCO3)nnc1-c1ccccc1O | 7 | 12 | -6 | 12
O=C(O)c1cc(Cl)c2ccccc2c1O | 22 | . | . | .
COc1ccc(CNc2ccc(S(N)(=O)=O)cc2)c(OC)c1OC | 20 | -29 | -10 | -29
COc1ccc(C2(CNC(=O)CCC(=O)O)CCCC2)cc1 | -10 | 4 | 3 | 4
CCN(CC(=O)Nc1ccc2c(c1)OCCO2)C(=O)C1CCCCC1 | 22 | -10 | 7 | -10
CCOc1cc(/C=N/NC(=O)Cn2nc([N+](=O)[O-])cc2C)cc(Br)c1OCc1ccccc1F | 14 | -35 | 0 | -35
N#Cc1ccccc1NC(=O)COC(=O)CSc1nc2ccccc2o1 | 17 | 6 | 9 | 6
c1cc(-c2nnc(-c3ccncc3)o2)ccn1 | -30 | . | 3 | 0
COCCN(CCOC)S(=O)(=O)c1ccc(C(=O)Nc2nnc(C3CC3)o2)cc1 | 6 | 7 | 3 | 7
Cc1c(NC(=O)c2cc(=O)[nH]c3ccccc23)c(=O)n(-c2ccccc2)n1C | . | . | 29 | 6
CCn1ncc2c1C(=O)NC1c3ccccc3C(=O)N21 (centres undefined) | 12 | 13 | 12 | 13
CCCC(=O)NC(Nc1ccc(S(=O)(=O)Nc2ncccn2)cc1)(C(=O)OCC)C(F)(F)F (centres undefined) | -20 | -7 | 25 | -7
CCc1nc(N2CCCCC2C)c2oc3ccccc3c2n1 (centres undefined) | 21 | -15 | 10 | -15
CCc1c(C)[nH]c2nc3ccccc3n2c1=O | 19 | 22 | 7 | 22
Cn1c(NN)nc2sc3c(c2c1=O)CC(C)(C)OC3 | 20 | . | . | .
C=CCNc1nc(NCCN2CCOCC2)nc(N2CCOCC2)n1 | 21 | 15 | 16 | 15
O=S(=O)(/C=C/c1ccccc1)n1cnc2ccccc21 | 28 | -8 | 16 | -8
Cc1ccccc1-n1cnnc1SCC(=O)N1CCN(c2ccccc2)CC1 | 4 | -12 | -12 | -12
CCOC(=O)c1cn(CC(=O)Nc2ccccc2C(=O)OCC)nn1 | 8 | -5 | 1 | -5
COC(=O)c1ccccc1NC(=O)N[C@@H](C)C(=O)OC | 2 | -10 | 2 | -10
O=C(CSc1nccn1Cc1ccccc1)Nc1nccs1 | 23 | 6 | 9 | 6
CC(=O)Nc1cc(-c2ccc(Cl)cc2)nn1-c1ccccc1 | 8 | -6 | -10 | -6
CC1=NN(/C(=N\c2nnc(C)s2)Nc2ccc(C)cc2)[C@H](c2ccc(C)cc2)S1 | . | . | 6 | -32
CCOC(=O)c1c(SC)nc(SC)c2c1CCC2 | 30 | 19 | -5 | 19

(listing goes on)
SMILES | Yeast eIF2B | Yeast eIF2B mutant toxicity | Yeast growth tox | Yeast growth tox inhibition %
COc1ccc(CN(CC(=O)NC2CCCC2)C(=O)CCC(=O)Nc2cc(C)on2)cc1 | -35 | -16 | 6 | -16
Nc1c(C(=O)NCc2ccco2)nnn1-c1ccccc1 | 26 | -2 | -1 | -2
FC(F)(F)c1cc(-c2ccco2)nc(NCc2ccc(Cl)cc2)n1 | . | . | 12 | 15
CS(=O)(=O)NCc1ccc(C(=O)NCc2ccccc2)cc1 | 13 | . | . | .
Cc1cc(NC(=O)C(C)C)ncc1NC(=O)Cc1ccccc1 | -11 | 8 | 11 | 8
CCc1cc(=O)oc2cc3oc(C)c(C)c3cc12 | 26 | -60 | 12 | -60
Oc1ccc(Nc2nc3ccccc3nc2Nc2ccc(O)cc2)cc1 | . | . | -5 | 8
C=CCc1c(C)nc(SC(C)C)[nH]c1=O | 52* | . | -13 | -4
CCN(CC)c1ccc(-c2nc3cnccc3n2C)cc1 | 4 | 5 | -6 | 5
CC1CCN(C(=O)COC(=O)c2ccc(Br)o2)CC1 | . | . | 42 | 11
CC(C)Sc1nc(N2CCOCC2)c2c(c1C#N)CC(C)(C)N(C)C2 | . | . | 10 | 23
